Pol eta inh: inhibitors of human DNA polymerase eta | Q9Y253 | recombinant Pol eta, fluorescent DNA replication assay | Potency, µM (titrated, usually from 114 µM), inactives show at the top dose activity change, negative = inhibition, actives largely listed as inhibitors | hit rate 1.2% among 390,000 | AID 588591; active = well fitted inhibition curve with a large enough effect; inconclusive = small, poorly fitted or top-dose-only effect, or another doubt; inactive = no such curve, though single readings can be large or run the other way
Target sequence (Q9Y253 whole entry, looked up): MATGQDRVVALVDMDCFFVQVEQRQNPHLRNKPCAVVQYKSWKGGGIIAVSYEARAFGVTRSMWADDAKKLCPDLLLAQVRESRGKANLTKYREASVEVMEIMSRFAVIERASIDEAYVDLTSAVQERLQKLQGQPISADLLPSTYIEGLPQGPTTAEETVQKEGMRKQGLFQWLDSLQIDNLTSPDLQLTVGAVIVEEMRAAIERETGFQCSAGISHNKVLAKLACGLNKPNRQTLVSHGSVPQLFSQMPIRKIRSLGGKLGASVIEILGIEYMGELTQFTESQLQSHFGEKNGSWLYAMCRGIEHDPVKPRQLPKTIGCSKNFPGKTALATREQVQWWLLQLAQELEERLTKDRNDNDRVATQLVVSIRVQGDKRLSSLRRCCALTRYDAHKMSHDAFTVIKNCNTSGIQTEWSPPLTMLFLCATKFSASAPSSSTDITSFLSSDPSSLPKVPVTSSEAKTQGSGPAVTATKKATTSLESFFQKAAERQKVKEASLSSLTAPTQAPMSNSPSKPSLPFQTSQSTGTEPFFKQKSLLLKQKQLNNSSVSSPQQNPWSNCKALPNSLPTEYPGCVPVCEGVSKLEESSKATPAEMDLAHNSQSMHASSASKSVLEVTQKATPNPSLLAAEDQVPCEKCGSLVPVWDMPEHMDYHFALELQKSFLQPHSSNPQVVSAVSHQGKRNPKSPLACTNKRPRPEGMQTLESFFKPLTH
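Pol eta at 10 nM preincubated with compounds 15 min at room temperature; reaction started with fluorescent substrate (50 nM final) and read kinetically at 0 and 10 min.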
* = called active by the depositor; ? = inconclusive. % is set by controls: 0 for no effect and ±100 for the full control effect; potency is the fitted concentration of half-maximal effect.

Pol eta inh	Compound
-14%	COc1ccc(C(=O)NC2=NCCS2)cc1S(=O)(=O)N1CCOCC1
-8%	Cc1ccc(S(=O)(=O)N(C)C[C@@H]2Oc3ncc(Br)cc3C(=O)N([C@H](C)CO)C[C@H]2C)cc1
3%	O=C(COC(=O)c1cccc(-n2cnnn2)c1)c1ccc(F)c(F)c1
-18%	CC(C)Oc1ccc2ccccc2c1CNC[C@H]1O[C@@H](n2ccc(N)nc2=O)[C@H](O)[C@@H]1O
-16%	O=C(C=Cc1ccc2c(c1)OCO2)C=Cc1ccc2c(c1)OCO2
-11%	Cc1ccc(C(=O)CCC(=O)N2CCN(C/C=C/c3ccccc3)CC2)cc1
-12%	COc1ccc(S(=O)(=O)N2CCC(C(=O)NCCC(=O)Nc3ccccc3OC)CC2)cc1
-6%	COc1ccccc1N1CCN(S(=O)(=O)c2ccc([N+](=O)[O-])cc2)CC1
-20%	O=C(CCNC(=O)N1CC(=O)Nc2ccccc21)NCc1cccc(C(F)(F)F)c1
-15%	O=C(c1cccs1)N1C[C@@H](O)[C@H](n2cc(C3CC3)nn2)C[C@@H]1c1ccc(Cl)cc1
-7%	Cc1ccc([C@@H]2C[C@H]3[C@@H](CN2S(=O)(=O)c2ccc(Cl)cc2)C(=O)C[C@@H](c2ccc(Cl)cc2)N3S(=O)(=O)c2ccccc2C)cc1
-11%	c1ccc2c(c1)Sc1cnccc1N2CC1CO1 (stereo unspecified)
-12%	C[C@H]1CN([C@@H](C)CO)C(=O)CCCn2nncc2CO[C@H]1CN(C)S(=O)(=O)c1ccc(-n2cccn2)cc1
0%	Cc1ccsc1C(=O)OCC(=O)NCc1cccs1
-5%	CN(C)C(CNC(=O)C1CC(=O)N(c2cccc(C(F)(F)F)c2)C1)c1ccccc1 (stereo unspecified)
-7%	Cc1ccc(S(=O)(=O)N2C[C@H]3C(=O)C[C@@H](c4ccccc4F)N(S(=O)(=O)c4ccc(C)cc4)[C@H]3C[C@H]2c2cccc3ccccc23)cc1
-1%	CCN(CC)C(=O)C1=C(C)N(CCCOC)C(=O)C(CC(=O)NCc2ccco2)C1 (stereo unspecified)
?	COc1ccc2c(CC(=O)Nc3ccc4nc(N5CCOCC5)sc4c3)coc2c1
-14%	COc1ccc(NC(=O)CN2C(=O)NC(C)(c3ccccc3)C2=O)cn1 (stereo unspecified)
-2%	C[C@H]1CN([C@@H](C)CO)C(=O)CCCn2nncc2CO[C@@H]1CN(C)Cc1ccc2c(c1)OCO2
-8%	COc1ncccc1C(=O)N1CCCC(C(=O)Nc2cccc(-c3ccc(F)cc3)c2)C1 (stereo unspecified)
4%	COc1cc(NC(C)=O)c2ncccc2c1Br
-17%	COc1ccc(Cl)cc1CNC[C@H]1O[C@@H](n2ccc(N)nc2=O)[C@H](O)[C@@H]1O
?	CC1C(=O)N(Cc2cn(CCC3OCCO3)nn2)CCS(=O)(=O)N1Cc1ccc(-c2ccc(F)cc2)cc1 (stereo unspecified)
-9%	Cc1cc(C)nc(NS(=O)(=O)c2ccc(NS(=O)(=O)c3ccc(F)c(F)c3)cc2)n1
-4%	O=C(Nc1ccccn1)C(c1ccccc1)c1ccccc1
-9%	COC1OC2COC(c3ccccc3)OC2C(NC(C)=O)C1OC(C)=O (stereo unspecified)
-7%	Clc1cc(Cl)cc(Nc2ccccc2CN(C/C=C/c2ccc3c(c2)OCO3)Cc2ccccc2)c1
-3%	CCOc1ccc(S(=O)(=O)NCCC(=O)NNC(=O)c2ccc(F)cc2)cc1
-12%	COc1ccc(C(=O)N2CCOC2CNC(=O)C(=O)NCc2ccccc2)cc1 (stereo unspecified)

Next entries
Pol eta inh	Compound
-1%	CCOC(=O)c1cc(=O)nc(N)s1
-5%	Cc1ccc(-n2ncc(-c3n[nH]c(=S)o3)c2N)cc1C
6%	COc1cc(CNC[C@H]2O[C@@H](n3ccc(N)nc3=O)[C@H](O)[C@@H]2O)ccc1OCc1ccc(C)cc1
-3%	CCC1NC(=O)c2cccnc2-n2c1nc1ccc(F)cc1c2=O (stereo unspecified)
-21%	COc1cccc(CNC(=O)c2ccc(S(=O)(=O)N3CCCCC3)cc2)c1
-10%	CCCc1c(C(=O)N/N=C(\C)c2ccccc2O)nnn1-c1nonc1N
-6%	COc1ccccc1C(=O)NCCN1CCCC1
-11%	COc1ccc([C@H]2C[C@H](O)[C@@H](n3cc(-c4ccc(F)cc4)nn3)CN2C(=O)c2cccs2)cc1
-10%	CCOc1ccccc1NC(=O)c1ccc2c(O)c(S(=O)(=O)c3ccccc3)c(=O)[nH]c2c1
5%	CC1C(c2ccccc2)=Nn2c(=O)n(-c3ccccc3)c(=O)n21 (stereo unspecified)
-12%	CCOc1c(Br)cc(C(=O)Nc2cccc(S(=O)(=O)N3CCOCC3)c2)cc1OC
0%	Cc1ccc2nc3n(c(=O)c2c1)-c1ncccc1C(=O)NC3Cc1ccccc1 (stereo unspecified)
2%	CNC[C@@H]1Oc2cc(Br)ccc2S(=O)(=O)N([C@@H](C)CO)C[C@H]1C
-6%	Cc1nc2ccc(Cl)cc2n1C
-7%	CCN1C(=O)[C@H]2[C@@H](c3ccc(OC)cc3)N[C@]3(CCCN(CCC(C)C)C3=O)[C@H]2C1=O
-1%	O=C(C(=O)N1CCN(c2ccccc2F)CC1)c1cn(CC(=O)N2CCCC2)c2ccccc12
-12%	COC(=O)C[C@@H]1C[C@@H]2c3cc(NS(=O)(=O)c4ccc(F)cc4)ccc3O[C@@H]2[C@@H](CO)O1
-12%	O=C1NC(=O)C(=CC=Cc2ccccc2)S1
-12%	N#Cc1cccc(OC(=O)C2CCN(C(=O)c3ccc(F)cc3)CC2)c1
7%	CCN(CC)CCN1CNC(=S)NC1
-16%	CCN1C(=O)[C@H]2[C@@H](c3ccc(C)cc3)N[C@]3(CCCN(Cc4cccn4C)C3=O)[C@H]2C1=O
-17%	O=S(=O)(NCc1ccncc1)c1ccc(F)c(F)c1
-9%	C[C@H](CO)N1C[C@H](C)[C@@H](CN(C)C(=O)NC2CCCC2)Oc2cc(Br)ccc2S1(=O)=O
-21%	C[C@@H]1CN([C@H](C)CO)C(=O)c2cc(Br)cnc2O[C@@H]1CN(C)C(=O)c1cccc(F)c1
-14%	COc1ccc2c(c1)C(=O)C1(CC2)OC1c1cccnc1 (stereo unspecified)
0%	COc1ccccc1N1CCN(S(=O)(=O)CCNC(=O)c2cccs2)CC1
2%	C[C@@H]1CN([C@H](C)CO)C(=O)CCCn2cc(nn2)CO[C@H]1CN(C)S(=O)(=O)c1ccccc1C#N
-10%	CSc1ccccc1C(=O)C1CCCN(C(=O)c2cccc(Cn3cccn3)c2)C1 (stereo unspecified)
-5%	O=C(O)c1cocc1C(=O)O
-23%	Cc1ccc(C)c(S(=O)(=O)N2CCCC2CNC(=O)C(=O)Nc2ccccc2)c1 (stereo unspecified)

(continued)
Pol eta inh	Compound
-10%	CCCCCC(=O)N1C[C@@H](n2cc(COC(=O)c3ccccc3)nn2)[C@H](O)C[C@@H]1c1ccc(OC)cc1
?	COc1ccc(-c2ccc(CN3C(C(C)C)C(=O)N(Cc4cn(CCC5OCCO5)nn4)CCS3(=O)=O)cc2)cc1OC (stereo unspecified)
5%	CCOc1ccc(NC(=O)CN(C)C2=NS(=O)(=O)c3ccccc32)cc1
-11%	O=C(OCc1cn([C@H]2C[C@H](c3ccccc3)N(CC3CCCCC3)C[C@@H]2O)nn1)c1ccccc1
3%	CCCCN1C(=O)C(CC(=O)NCC2CCCCC2)CC(C(=O)N(CC)CC)=C1C (stereo unspecified)
-3%	CS(=O)(=O)Nc1ccc2c(c1)[C@H]1C[C@H](CC(=O)NCc3cccc(F)c3)O[C@@H](CO)[C@H]1O2
0%	COc1ccc(NC(=O)C[C@H]2C(=O)N(c3ccc(OC)cc3)C[C@@H]2C)cc1
-7%	CCCC#Cc1ccc2c(c1)O[C@@H](CN(C)Cc1ccc3c(c1)OCO3)[C@H](C)CN([C@@H](C)CO)S2(=O)=O
-3%	C[C@@H]1CN([C@@H](C)CO)S(=O)(=O)c2ccc(Br)cc2O[C@H]1CN(C)C(=O)c1ccccc1F
-21%	O=C(NCCc1cccs1)c1ccc(CS(=O)Cc2cccc(Cl)c2)o1 (stereo unspecified)
-4%	C[C@@H]1CN([C@H](C)CO)C(=O)CCCn2cc(nn2)CO[C@H]1CN(C)S(C)(=O)=O
-11%	COc1ccc(N2c3ccccc3CN(Cc3ccccc3)CC2Cc2cc(OC)c(OC)c(OC)c2)cc1 (stereo unspecified)
-9%	CCCCCC(=O)N1C[C@H](O)[C@@H](n2cc(C3CC3)nn2)C[C@@H]1c1ccc(Cl)cc1
-20%	COc1ccc(S(=O)(=O)Nc2ccc3c(c2)C(=O)N([C@@H](C)CO)C[C@@H](C)[C@H](CN(C)S(=O)(=O)c2ccc(F)cc2)OCCCC[C@H](C)O3)cc1
-6%	COc1ccc(NC(=O)C2CC2(Cl)Cl)cc1S(=O)(=O)N1CCCCC1 (stereo unspecified)
-5%	O=C(NNC(=O)c1cc(S(=O)(=O)N2CCOCC2)ccc1Cl)c1ccc(F)cc1
-17%	CC(C)CCC(=O)Nc1cc(S(=O)(=O)N2CCOCC2)ccc1N1CCCC1
-1%	COC(=O)[C@H]1C[C@H](OC(=O)NC2CC2)[C@@]2(O)CN(S(=O)(=O)c3ccc(C)cc3)CC2[C@H]1C(=O)OC (stereo partly specified)
-18%	COCCNC(=O)C[C@H]1C[C@H]2c3cc(NS(=O)(=O)c4ccc(F)cc4)ccc3O[C@H]2[C@H](CO)O1
-8%	COc1ccc(-c2nc(S(=O)(=O)c3ccccc3)c(N3CCN(C)CC3)o2)cc1
-17%	COCOCCn1cc(CN2CCS(=O)(=O)N(Cc3ccc(-c4ccc(Cl)nc4)cc3)C(CC(C)C)C2=O)nn1 (stereo unspecified)
-9%	CN(c1ccc(-c2csc(NC(=O)CCCc3nc4ccccc4c(=O)[nH]3)n2)cc1)S(C)(=O)=O
-13%	COc1cc(OC)c(N(C)S(=O)(=O)c2cccc(C(=O)NCc3cccs3)c2)cc1Cl
-17%	O=C(NC1CCCCC1)c1ccc2ccccc2c1O
0%	CCn1c(CC(=O)Nc2ccccc2F)nnc1SCC(=O)NC1=NCCS1
-23%	Cc1cc(=O)c2c(N(C)C)cccc2[nH]1
-10%	CCc1nnc(NC(=O)C(NS(=O)(=O)c2ccccc2)C(C)C)s1 (stereo unspecified)
?	CCCCCCn1c(=O)n2n(c1=O)C[C@]1(OC(=O)NCc3ccco3)CN(S(=O)(=O)c3ccc(C)cc3)C[C@]1(O)C2
-10%	CCC[C@H]1CN(c2ccc(OC)cc2)C(=O)[C@@H]1CC(=O)NC
-8%	O=C(OCc1cn([C@@H]2C[C@H](c3ccc(Cl)cc3)N(C(=O)c3cccs3)C[C@H]2O)nn1)c1ccccc1

4 records drawn at random from those above:
Pol eta inh	Compound
-10%	CSc1ccccc1C(=O)C1CCCN(C(=O)c2cccc(Cn3cccn3)c2)C1 (stereo unspecified)
-10%	CCCCCC(=O)N1C[C@@H](n2cc(COC(=O)c3ccccc3)nn2)[C@H](O)C[C@@H]1c1ccc(OC)cc1
-2%	C[C@H]1CN([C@@H](C)CO)C(=O)CCCn2nncc2CO[C@@H]1CN(C)Cc1ccc2c(c1)OCO2
-6%	COc1ccccc1C(=O)NCCN1CCCC1

(continued)
Pol eta inh	Compound
-4%	CC1CCCCC12NC(=O)N(CC(=O)N1CCN(S(=O)(=O)c3ccc(Cl)s3)CC1)C2=O (stereo unspecified)
-10%	Cc1cc(C(=O)NNC(C)Cc2ccccc2)no1 (stereo unspecified)
-10%	COc1ccc(NC(=O)N(C)[C@H]2C[C@H]3c4[nH]c5ccc(-c6ccc(OC)cc6)cc5c4CCN3C[C@H]2[C@H](C)O)cc1
-12%	O=C1NC(C2CC3C=CC2C3)Nc2ccccc21 (stereo unspecified)
-4%	C=C(C)C(=O)Nc1ccc2nn(-c3ccccc3O)nc2c1
-18%	O=C(c1ccoc1)N1CCN(c2cc(-c3ccccc3)nc3cc(-c4ccccc4)nn23)CC1
0%	O=C(COC(=O)Cc1ccc(Cl)cc1Cl)NCc1ccco1
0%	O=C(NCCNc1ccc([N+](=O)[O-])cc1)c1ccccc1Cl
-18%	CCCCCCN1C[C@@H](O)[C@H](n2cc(COC(=O)c3ccccc3)nn2)C[C@@H]1c1ccc(OC)cc1
-16%	O=S(=O)(c1ccccc1)N1CCN(CCOc2ccc(F)cc2)CC1
-25%	N#CC(c1ccccc1)C(CC(=NO)c1ccccc1)c1ccccc1 (stereo unspecified)

Gathered by group, the compounds so far containing an NH in an aromatic ring.
Pol eta inh	Compound
-5%	Cc1ccc(-n2ncc(-c3n[nH]c(=S)o3)c2N)cc1C
-10%	CCOc1ccccc1NC(=O)c1ccc2c(O)c(S(=O)(=O)c3ccccc3)c(=O)[nH]c2c1
-9%	CN(c1ccc(-c2csc(NC(=O)CCCc3nc4ccccc4c(=O)[nH]3)n2)cc1)S(C)(=O)=O
-23%	Cc1cc(=O)c2c(N(C)C)cccc2[nH]1
-10%	COc1ccc(NC(=O)N(C)[C@H]2C[C@H]3c4[nH]c5ccc(-c6ccc(OC)cc6)cc5c4CCN3C[C@H]2[C@H](C)O)cc1

Screening data: PubChem, National Center for Advancing Translational Sciences (NCATS)

Some of the compounds tested, so the mix of outcomes need not match the whole.
